Cardio protect – protects H9c2 cardiomyocytes from peroxide injury; H2O2 injury protection, ATPLite, 2 h; protection from H2O2 cell death, % at 20 µM; actives 0.63% (n = 360,000);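 active means compounds giving at least 50% protection of heart cells from peroxide-induced death in the single-dose screen, raw or plate-pattern-corrected value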;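 further: 0% = DMSO wells with peroxide and 100% = DMSO wells without peroxide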
MC4R antag cAMP – antagonists of human melanocortin 4 receptor (MC4R). inhibition, % at 6.5 µM. actives 0.48% (n = 360,000). MC4R-expressing cells, MTII-stimulated cAMP, LANCE TR-FRET. AID 540295;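 active means inhibition above its plate's cutoff, the mean of tested wells on that plate plus 3 SD, cut at about 29% in these data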;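 further: 0% = Melanotan II alone and 100% = Melanotan II plus saturating MCL0020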
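Assay system: U2OS-MC4R stable cell line; Also added: Melanotan II; Technique: Eu-cAMP/anti-cAMP TR-FRET, emission 671 nm; Times: 30-min compound, 1-h challenge, 1-h detection, room temperature.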
ABHD5-PLIN5 inh – inhibitors of human ABHD5-perilipin-5 interaction; AID 602281; actives 0.78% (n = 360,000); inhibition, % at 4 µM; Q00G26+Q8WTS1; Split G. princeps luciferase complementation, luminescence, 4 h;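 active means inhibition above the mean inhibition across every tested compound plus 3 SD, cut at about 22% in these data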;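 further: 0% = DMSO only wells and the 100% control is not disclosed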
Target sequence (Q00G26 whole entry, looked up): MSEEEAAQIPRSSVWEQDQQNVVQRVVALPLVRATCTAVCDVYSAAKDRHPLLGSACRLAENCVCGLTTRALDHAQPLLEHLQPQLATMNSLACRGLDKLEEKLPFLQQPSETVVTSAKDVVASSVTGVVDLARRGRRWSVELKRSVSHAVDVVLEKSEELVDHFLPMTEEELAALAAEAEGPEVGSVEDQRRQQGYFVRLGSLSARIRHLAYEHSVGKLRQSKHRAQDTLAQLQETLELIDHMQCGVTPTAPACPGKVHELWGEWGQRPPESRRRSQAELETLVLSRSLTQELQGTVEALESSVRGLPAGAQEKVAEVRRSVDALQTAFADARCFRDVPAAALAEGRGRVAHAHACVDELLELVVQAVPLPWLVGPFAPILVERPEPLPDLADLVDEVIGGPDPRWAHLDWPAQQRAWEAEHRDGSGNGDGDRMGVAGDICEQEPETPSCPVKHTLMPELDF
Target sequence (Q8WTS1 whole entry, looked up): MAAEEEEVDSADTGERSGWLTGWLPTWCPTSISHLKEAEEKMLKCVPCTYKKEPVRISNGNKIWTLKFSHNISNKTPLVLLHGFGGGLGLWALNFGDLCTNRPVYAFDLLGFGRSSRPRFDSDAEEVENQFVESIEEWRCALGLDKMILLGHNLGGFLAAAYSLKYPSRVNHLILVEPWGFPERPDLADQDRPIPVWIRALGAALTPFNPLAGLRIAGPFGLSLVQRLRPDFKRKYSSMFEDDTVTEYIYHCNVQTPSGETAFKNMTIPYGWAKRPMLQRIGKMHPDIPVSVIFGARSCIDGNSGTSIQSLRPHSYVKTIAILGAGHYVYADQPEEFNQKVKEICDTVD
ABCB6 inh 2 – blocks the human ABCB6 transporter. actives 0.19% (n = 360,000). AID 602162. fluorescence ratio to DMSO, % at 10 µM. K562-ABCB6 porphyrin accumulation, flow cytometry, 1 h; active compounds read low;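 active means fluorescence ratio to DMSO below 75%, the collection mean minus 3 SD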;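 further: signal is porphyrin accumulated inside mitochondria; 100% equals median channel fluorescence of DMSO control wells; lower ratio means ABCB6 inhibition with less porphyrin fluorescence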
iPSC survival up – enhancers of human iPSC single-cell survival. survival enhancement, % at 20 µM. actives 0.044% (n = 360,000). hiPSC single-cell survival, ATPlite luminescence; 100% = ROCK inhibitor wells, 0% = DMSO. AID 602274; in the data active means survival enhancement above about 18%;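 further: cells exposed to compounds for 16 hours before the ATP read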
Granule exo inh – lytic granule exocytosis inhibition; TALL-104 LAMP-1 surface exposure, flow cytometry; cells stimulated with thapsigargin and PMA; inhibition, % at 10 µM; actives 0.66% (n = 360,000);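 active means inhibition above about 55%, limit read from the data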
MC4R ag barr – activates human MC4R beta-arrestin recruitment. activation, % at 8.9 µM. actives 0.98% (n = 360,000). U2OS MC4R beta-arrestin complementation, luminescence; percent of melanotan II response, DMSO zero;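 active means activation above a per-plate cutoff, the mean activation of sample wells on that plate plus 3 SD, cut at about 8% in these data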
aDG glyco act – alpha-DG glycosylation activation; Pro5-aDG cells, alpha-DG glycosylation AlphaScreen (IIH6); 0% Pro5, 100% B10-LARGE cell signal; activation, % at 10 µM; actives 0.22% (n = 360,000); AID 624168;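 active means activation of at least 8% versus controls, or a plate z-score of at least 8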;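 further: Pro5 are CHO cells carrying HIG-tagged alpha-DG that lacks glycosylation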
N-glyco inh – N-linked glycosylation inhibition; D54 ERlucT glycosylation luciferase reporter, 24 h; percent of 100 nM tunicamycin response; reporter increase, % at 12.5 µM; actives 0.23% (n = 360,000);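 active means mean luciferase reporter signal, scaled so untreated is 0 and the glycosylation-blocking control 100, at or above a set limit in every replicate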;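 further: luciferase carries N-glycosylation sites so blocking glycosylation raises the light; 0% = median of neutral control wells and 100% = median of 100 nM tunicamycin wells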
HTR2A ag – mouse HTR2A agonism via beta-arrestin recruitment. CHO-K1 mHTR2A beta-arrestin complementation, luminescence; percent of 30 µM serotonin response. activation, % at 7.6 µM. actives 0.66% (n = 360,000). P35363;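 active means activation above a run cutoff, the mean activation of all tested compounds plus 3 SD, cut at about 14% in these data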;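 further: 0% = plate median of compound wells and 100% = 30 µM serotonin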
An asterisk follows results filed as active; nt = not tested or not shown.

Start of the data: the first five records, to show the layout:
SMILES	Cardio protect	ABHD5-PLIN5 inh	ABCB6 inh 2	HTR2A ag	aDG glyco act	MC4R ag barr	N-glyco inh	iPSC survival up	Granule exo inh	MC4R antag cAMP
Cc1cc(NC(=O)CSc2nnc(-c3ccccc3F)n2N)no1	2	5	102	-1	0.0	-2.0	1	2.5	14	6
COc1cc2ccccc2nn1	2	2	102	5	-0.1	0.0	1	-0.5	-4	-2
Cc1[nH]c2ccc(-c3n[nH]c(=S)n3-c3ccccc3)cc2c1C	-4	-8	90	8	0.0	-1.0	2	-0.6	4	3
O=C(OCC(=O)N1CCN(c2ccccc2)CC1)c1ccc2ccccc2n1	-1	5	74*	1	-0.1	1.5	3	3.5	0	3
CCN(CC)C(=O)N(CC)Cc1ccccc1	2	1	96	-4	-0.3	-0.9	-2	-1.2	-1	-5

The listing, repeating the preview:
SMILES	Cardio protect	ABHD5-PLIN5 inh	ABCB6 inh 2	HTR2A ag	aDG glyco act	MC4R ag barr	N-glyco inh	iPSC survival up	Granule exo inh	MC4R antag cAMP
Cc1cc(NC(=O)CSc2nnc(-c3ccccc3F)n2N)no1	2	5	102	-1	0.0	-2.0	1	2.5	14	6
COc1cc2ccccc2nn1	2	2	102	5	-0.1	0.0	1	-0.5	-4	-2
Cc1[nH]c2ccc(-c3n[nH]c(=S)n3-c3ccccc3)cc2c1C	-4	-8	90	8	0.0	-1.0	2	-0.6	4	3
O=C(OCC(=O)N1CCN(c2ccccc2)CC1)c1ccc2ccccc2n1	-1	5	74*	1	-0.1	1.5	3	3.5	0	3
CCN(CC)C(=O)N(CC)Cc1ccccc1	2	1	96	-4	-0.3	-0.9	-2	-1.2	-1	-5
CN(C(=O)CSc1nnc(CN2CCCC2)n1Cc1ccccc1)c1ccccc1	5	7	90	-6	-0.1	0.0	-1	-0.4	6	-4
c1cncc(-c2csc(-c3cccnc3)n2)c1	-2	-4	105	4	0.1	-1.3	0	0.3	6	0
O=C(Nc1nnc([C@@H]2C[C@H](O)[C@@H](CO)O2)s1)c1ccccc1Cl	15	2	94	2	-0.2	0.5	2	2.6	-4	-3
CCC(=O)N1CCN(c2ccc(NC(=O)c3ccc4ccccc4c3)cc2)CC1	3	6	97	-16	0.1	17*	-2	-0.3	0	3
CC(/C=N/N1C(=O)CSC1=S)=C\c1ccccc1	-2	-11	106	-3	-0.2	-1.5	0	0.6	-6	-3
CCOC(=O)c1c(NC(=O)COC(=O)Cc2n[nH]c(=O)c3ccccc23)sc(C(=O)N(C)C)c1C	49	7	103	-1	-0.1	-0.3	0	0.3	-4	-65
S=C(NCCN1CCOCC1)N1CCN(c2cccc(Cl)c2)CC1	2	-4	106	2	-0.1	1.9	0	3.5	16	2
Cc1ccccc1NC(=O)Cc1ccccc1	6	-2	102	2	0.1	-1.0	0	-0.4	-5	3
CC(C)C[C@H](NC(=O)N1CC(=O)Nc2ccccc21)C(=O)N1CCC[C@H]1C(=O)O	-2	0	97	-2	0.0	0.2	0	-0.4	3	-1
N#Cc1nc(-c2ccccc2F)oc1NCCc1ccccc1	-9	3	94	8	-0.2	-0.4	0	-1.9	-6	-6
CN(Cc1ccco1)C(=O)CN1C(=O)NC2(CCCC2)C1=O	1	7	93	-1	0.0	-1.8	-4	-0.9	-1	9
Cc1cc(C(F)(F)F)nn1CC(=O)N1CCOCC1	9	2	95	5	0.1	0.5	1	1.1	5	2
CCOC(=O)/C(=N\Nc1cc(Cl)ccc1Cl)N1CCOCC1	-3	-4	104	8	-0.3	2.6	-2	4.4	-4	-2
CCOC(=O)[C@]12CCCC=C1N(CCc1ccc(OC)c(OC)c1)C(=O)[C@H](CC(=O)NCCc1ccccc1OC)C2	nt	2	nt	-2	-0.3	nt	nt	nt	-9	nt
O=C1c2cccnc2C(O)N1Cc1cccs1 (stereo not drawn)	3	1	96	5	-0.4	-1.9	1	1.2	1	15
COc1cccc(S(=O)(=O)N(C)C[C@H]2OCc3cnnn3CCCC(=O)N([C@H](C)CO)C[C@@H]2C)c1	17	-1	98	1	-0.2	-1.1	2	-0.5	3	12
COc1ccc(OC)c(N(CC(N)=O)S(=O)(=O)c2ccc(OC)c(OC)c2)c1	2	-9	94	-4	0.0	-1.5	-1	2.2	1	4
c1ccc(CN2OCC3Cn4c(nc5ccccc54)C32)cc1 (stereo not drawn)	0	-9	101	6	-0.1	0.6	4	2.6	-3	8
CC(C)N(C(=O)COC(=O)CNS(=O)(=O)c1ccccc1F)c1ccccc1	14	3	92	0	0.2	-2.6	0	0.5	1	8
Cc1ccc(C(=O)COC(=O)COc2ccccc2O)cc1C	3	11	94	-9	-0.2	-3.1	0	-0.2	0	8
CCOC(=O)C1=CN(CC2CCCO2)C=C(C(=O)OCC)C1c1ccccc1C(F)(F)F (stereo not drawn)	2	2	94	-3	0.7	-2.5	-4	-0.6	0	10
O=C(COC(=O)c1cnccn1)c1ccc(OC(=O)c2ccccc2)cc1	-15	0	113	2	0.0	-2.7	2	-1.6	-2	-5
O=S(=O)(c1cccc2cccc(Cl)c12)N1CCCC1	-2	3	92	-3	-0.2	-2.6	1	0.4	-3	11
Cc1nc2ccccc2c(=O)n1/N=C/c1ccc(O)cc1O	0	-3	94	0	-0.6	-1.7	2	-0.2	0	11
Cn1c(=O)c(C(=O)c2ccccc2)nc2ccccc21	17	0	100	-3	-0.4	-1.3	0	1.0	-2	6
CCOC(=O)c1sc2ncnc(NCc3ccco3)c2c1C	8	21	103	2	0.6	1.1	2	8.3	-1	9
Cc1ccc(NC(=O)c2oc3ccccc3c2NC(=O)C2CCCO2)cc1C (stereo not drawn)	10	-5	90	-7	0.0	0.2	-2	-1.0	-1	-10
O=C(NCc1ccc2c(c1)OCO2)c1ccc(NC(=O)C2CCCO2)cc1 (stereo not drawn)	-1	2	99	2	-0.1	-1.8	1	0.4	0	8
CCN1CCN(Cc2nc3c(c(=O)n(C)c(=O)n3C)n2Cc2cccc3ccccc23)CC1	0	0	98	0	0.2	-1.0	-1	0.3	6	8
COc1ccccc1NS(=O)(=O)c1ccc(C(=O)NCC(c2cccs2)N2CCOCC2)cc1 (stereo not drawn)	5	-8	99	-7	0.6	-0.5	-1	1.1	-1	5
COc1ccc(OC(C)C(=O)Nc2ccc([N+](=O)[O-])cc2)cc1 (stereo not drawn)	1	1	96	1	-0.4	-1.1	0	-1.1	-5	4
COc1ccc(-c2cnc3c(NC(C)=O)cc(-c4ccccc4CN(C)C)cn23)cc1OC	7	7	98	-1	0.1	0.9	4	3.0	-2	3
Cc1cccc(C)c1NC(=O)C(NC=O)c1ccccc1 (stereo not drawn)	7	2	96	-3	0.0	-2.6	2	-1.9	-1	5
CCO[C@H]1c2c(ccc3ccc(=O)oc23)OC(C)(C)[C@H]1O	5	8	100	3	-0.1	-0.6	0	-0.6	-5	0
COCCCNC(=O)CC1C[C@H](C(=O)N2CCOCC2)[C@@]2(CCC3CCCC3)c3[nH]c4ccc(OC)cc4c3CCN2C1=O (stereo partly drawn)	5	-3	98	6	0.1	0.2	0	-1.8	-2	5
O=C(CCN1C(=O)CSC1=O)Nc1ccccc1	6	0	91	2	-0.2	0.5	3	0.4	-1	3
O=C(CSC(=S)N1CCCC1)c1ccccc1	-8	-9	95	4	-0.4	-3.4	-15	-0.3	-1	3
O=C(CNC(=O)c1cccs1)N/N=C/c1cccc(Br)c1	5	-2	95	-1	0.1	-1.2	0	-0.6	-11	-1
CCCNC(=O)C1(C)CCCN(C(=O)c2cccc(OC(C)=O)c2C)C1 (stereo not drawn)	3	10	98	5	0.4	-0.9	0	0.4	-4	6
COCC(C)OC(=O)/C(C#N)=C\c1coc2ccc(C)cc2c1=O (stereo not drawn)	-1	11	108	4	0.4	-1.2	0	-1.4	-9	7
COc1ccc(-c2nnc3sc(-c4ccco4)nn23)cc1OC	58*	-4	96	1	0.1	-1.2	0	-0.3	-5	-1
O=C(NCCCN1CCOCC1)c1cnn2c(-c3ccccc3)cc(-c3ccccc3)nc12	37	7	99	-8	-0.1	-1.6	2	-1.5	-2	16
COc1ccccc1NOC(=O)CCOc1ccccc1	1	1	97	-2	-0.3	-0.2	1	1.7	3	7
COCC(C)NS(=O)(=O)c1ccccc1 (stereo not drawn)	-2	-1	96	-2	0.3	-2.1	1	1.0	0	10
O=C(NN1C(=O)c2ccccc2NC1c1ccccn1)c1ccccc1 (stereo not drawn)	0	2	97	5	0.1	0.5	0	0.0	-7	22
COc1ccc(C(=O)NCC(=O)N/N=C/C(C)=C/c2ccco2)cc1OC	-3	18	108	2	0.5	5.2	9	0.0	-4	-4
O=C1c2ccccc2C(=O)N1CN(C(=O)c1ccccc1[N+](=O)[O-])c1ccc(F)cc1	-1	-4	111	-3	0.1	-2.4	2	-0.4	-2	-1
CC(C)(C)N1C(=O)c2ccc(C(=O)Nc3nccs3)cc2C1=O	0	-6	95	2	0.2	0.4	3	-1.2	-1	0
COc1ccccc1CNc1nc2cc(-c3ccsc3)sc2c(=O)n1C	-11	-5	86	-10	-0.4	-1.2	0	-0.7	4	11
Nc1ccc(C23CC4CC(CC(CO)(C4)C2)C3)cc1	0	0	105	1	-0.2	-0.7	nt	1.6	3	1
O=c1c2cc(Br)ccc2nc2n1CCCCC2	-10	4	91	2	-0.4	-0.2	-2	8.6	1	5
Cc1cccc(NC(=O)c2ccc(NC(=O)c3ccccc3Br)cc2)c1	-4	0	96	0	0.0	4.8	-8	0.8	2	6
CC(=O)c1ccc(S(=O)(=O)Nc2cccc(S(=O)(=O)NC3=NCCC3)c2)cc1	15	3	98	13	-0.5	-1.1	2	-1.0	-2	2
Cc1ccc(Cl)cc1NC(=O)CNCC(c1ccccc1)N(C)C (stereo not drawn)	-2	-2	109	0	0.1	-1.2	-1	0.5	21	3
O=C(NCCCN1CCOCC1)c1ccc2c(c1)N(Cc1ccccc1)C(=O)c1ccccc1S2=O (stereo not drawn)	2	9	100	-5	0.1	1.9	-1	-0.5	8	-3

Further entries:
SMILES	Cardio protect	ABHD5-PLIN5 inh	ABCB6 inh 2	HTR2A ag	aDG glyco act	MC4R ag barr	N-glyco inh	iPSC survival up	Granule exo inh	MC4R antag cAMP
O=C(NCc1ccccc1OC(F)(F)F)C1CCC(=O)N(CCc2ccccn2)C1 (stereo not drawn)	-4	1	87	2	0.0	-0.8	0	-0.2	1	2
CCN(CC)CCCn1c2c(c(SCC(=O)Nc3cccc4ccccc34)nc1=O)CCC2	1	-10	102	-4	-0.1	-2.1	-9	-0.6	-5	-1
CCN(CC)S(=O)(=O)c1ccc(NC(=O)c2ccc(Sc3nncn3C)c([N+](=O)[O-])c2)cc1	-2	10	98	-5	-0.4	-1.0	1	-1.6	-2	5
CC(C)(C)OC(=O)N1CCC[C@H]1C(=O)Nc1ccc(C#N)cc1	0	-5	96	-2	-0.1	0.3	0	0.0	-11	4
